ADAM17 inh = ADAM17 inhibition, QFRET primary screen; actives 0.83% (n = 370,000); inhibition, % at 6.95 µM; AID 720648; recombinant ADAM17, EDANS/DABCYL FRET peptide cleavage;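 active = inhibition above the mean of compounds lying between control limits plus 3 SD, set per campaign, cut at about 8.5% in these data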;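 also: 0% = DMSO-only wells as the low control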
DDE Tn7 FP inh = inhibitors of Tn7 peptide binding to human fibrin DD(E) | AID 720508 | actives 0.13% (n = 370,000) | inhibition, % at 8.3 µM | P02675 | FP displacement of FITC-Tn7 peptide from fibrin DD(E); 0% = median of compound wells per plate;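 active = inhibition above the mean of compounds falling within the control limits plus 3 SD of them, cut at about 14% in these data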;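 also: 0% = plate median of compound wells and 100% = 10 µM Aha-Tn7 peptide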
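Assay system: Fibrin-DD(E) protein isolated from polymerized human fibrin clots; read-out basis: percent inhibition; medium: Tris/NaCl/CaCl2 buffer, pH 7.8; signal: FP measurement; incubation: 10 min plus 3 h, room temperature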
PLC-gamma1 inh = inhibitors of human phospholipase C gamma1 | P19174 | purified PLC-gamma1, fluorogenic substrate, fluorescence | inhibition, % at 12.2 µM | actives 0.84% (n = 370,000); in the data active = inhibition above about 9.5%
KLK7 zymogen act = activates the human kallikrein-7 zymogen. P49862. purified proKLK7, EDANS-DABCYL substrate fluorescence; 100% is mature enzyme control, 0% vehicle. activation, % at 7 µM. actives 0.9% (n = 370,000). AID 652039;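 active = activation above the mean of all tested compounds plus 3 SD, computed per campaign excluding outliers beyond control limits, cut at about 13% in these data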
Target sequence (P49862 whole entry, looked up): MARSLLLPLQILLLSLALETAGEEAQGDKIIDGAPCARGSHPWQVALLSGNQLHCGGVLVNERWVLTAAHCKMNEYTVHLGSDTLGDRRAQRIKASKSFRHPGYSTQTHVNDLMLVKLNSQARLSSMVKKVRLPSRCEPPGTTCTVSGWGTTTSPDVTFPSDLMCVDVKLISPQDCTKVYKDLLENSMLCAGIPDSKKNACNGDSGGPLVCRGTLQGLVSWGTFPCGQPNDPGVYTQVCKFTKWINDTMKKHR
ARFGAP1 inh = rat ARFGAP1 inhibition; Arfgap1-stimulated ARF1 GTP hydrolysis, GDP FP detection; Q62848; AID 651572; actives 0.26% (n = 360,000); inhibition, % at 16.5 µM;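 active = inhibition above a per-plate limit, mean inhibition of low control wells plus 3 SD, cut at about 25% in these data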;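 also: 0% = DMSO wells with enzyme and 100% = wells lacking Arfgap1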
Target sequence (Q62848 1-136 limits assumed): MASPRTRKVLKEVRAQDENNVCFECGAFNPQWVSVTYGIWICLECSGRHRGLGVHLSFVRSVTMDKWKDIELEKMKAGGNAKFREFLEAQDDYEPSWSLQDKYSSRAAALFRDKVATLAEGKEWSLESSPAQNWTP
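Assay system: Rat Arfgap1 GAP domain (His6, aa 1-136), purified enzyme | Buffer or medium: HEPES 25 mM pH 7.5, NaCl 150 mM, MgCl2, DTT | Schedule: GTP hydrolysis reaction 2 h at 25 °C | Signal: FP of antibody-bound GDP Alexa 633 tracer, ex 620/em 688 nm | Measure: Percent inhibition of Arfgap1-stimulated GTP hydrolysis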
ASAP1 inh = inhibitors of human ASAP1 ArfGAP activity; ASAP1-stimulated ARF1 GTP hydrolysis, GDP FP detection; Q9ULH1; actives 0.19% (n = 360,000); AID 624377; inhibition, % at 16.5 µM; in the data active = inhibition above about 25%;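 also: 0% = vehicle with enzyme and substrate and 100% = no enzyme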
LEDGF integ inh = blocks HIV-1 LEDGF/p75-dependent DNA integration. inhibition, % at 3.7 µM. AID 743269. actives 0.64% (n = 370,000). TR-FRET IN-LEDGF/p75 DNA integration, Eu/Cy5;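 active = inhibition above the screen-wide mean plus 3 SD, cut at about 13% in these data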;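 also: signal is the Cy5 over europium emission ratio at 671 and 618 nm; 0% = plate median of compound wells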
Tn6 DDE FP = disrupts Tn6 cyclic peptide binding to fibrin D-Dimer-E complex; P02675; Fibrin DD(E) TRITC-Tn6 fluorescence polarization displacement; inhibition, % at 8.3 µM; actives 0.21% (n = 370,000); AID 720509;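 active = inhibition above a per-campaign cutoff: mean of compounds within control limits plus 3 SD, cut at about 15% in these data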;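 also: 0% = median of all compound wells on the plate and 100% = blocking peptide control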
ADAM10 inh = inhibits human ADAM10; inhibition, % at 7 µM; actives 0.62% (n = 370,000); AID 720582; recombinant ADAM10, EDANS/DABCYL FRET peptide cleavage, 3 h;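 active = inhibition above a per-campaign cutoff equal to the mean of compounds falling between control-based bounds plus 3 SD, cut at about 20% in these data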;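 also: 0% = DMSO wells while the 100% control is not disclosed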
Target sequence (O14672 214-748 limits assumed): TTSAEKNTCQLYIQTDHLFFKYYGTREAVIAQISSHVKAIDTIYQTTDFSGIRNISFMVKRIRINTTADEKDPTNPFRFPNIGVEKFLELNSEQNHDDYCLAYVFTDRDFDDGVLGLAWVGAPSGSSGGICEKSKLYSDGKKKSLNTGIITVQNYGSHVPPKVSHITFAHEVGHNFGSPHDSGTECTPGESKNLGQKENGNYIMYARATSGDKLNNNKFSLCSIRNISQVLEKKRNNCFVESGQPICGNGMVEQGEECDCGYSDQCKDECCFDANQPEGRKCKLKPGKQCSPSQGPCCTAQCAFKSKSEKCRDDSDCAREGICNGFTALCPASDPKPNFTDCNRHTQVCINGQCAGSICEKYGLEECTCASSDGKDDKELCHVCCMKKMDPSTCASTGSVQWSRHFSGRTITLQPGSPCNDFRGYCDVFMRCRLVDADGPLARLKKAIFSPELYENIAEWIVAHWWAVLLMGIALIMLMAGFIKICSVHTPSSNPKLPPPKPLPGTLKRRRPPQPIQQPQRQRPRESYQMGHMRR
TDP2 inh = TDP2 (human) inhibition, absorbance primary screen. O95551. recombinant TDP2, T5PNP hydrolysis, p-nitrophenol absorbance 415 nm. inhibition, % at 12.8 µM. actives 0.34% (n = 370,000). AID 720702;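 active = inhibition above the mean of all tested compounds plus 3 SD, set per campaign, cut at about 25% in these data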;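 also: 0% = DMSO with enzyme and 100% = buffer with substrate but no TDP2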
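Test system: human TDP2 enzyme; Input: 120 nM TDP2 per well; Buffer or medium: Mg2+-containing Tris-HCl buffer, pH 7.5; Reagent: 5 mM T5PNP; Dosing: 12.8 µM single point, 1% DMSO; Incubation: reaction 2 h, 37 °C; Detection: p-Nitrophenol epi absorbance; Read-out: % inhibition relative to enzyme-containing and enzyme-free wells; Replicates: single well per compound.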
Active calls of the source: *; i = inactive; x = no result given; & = joins results of further samples.

ADAM17 inh	DDE Tn7 FP inh	PLC-gamma1 inh	KLK7 zymogen act	ARFGAP1 inh	ASAP1 inh	LEDGF integ inh	Tn6 DDE FP	ADAM10 inh	TDP2 inh	structure
-6	7	5	-0.1	1	-9	0	5	-3	17	OC(CN1CCOCC1)Cn1c2ccccc2c2ccccc21 (configuration not stated)
-3	0	5	-0.1	-1	-2	5	2	4	-9	COc1ccccc1N1CC(C)(C)C(=O)N(C(=O)c2ccc(Cl)cc2)C1=S
-2	-1	1	0.1	4	-1	-1	1	-14	-7	COC(=O)[C@H](Cc1ccccc1)NC(=O)[C@H]1O[C@@H](n2cnc3c(=O)[nH]c(N)nc32)[C@H](O)[C@@H]1O
-3	1	-2	-0.3	27*	4	17*	9	-8	3	CN(Cc1ccccc1)C(=O)c1nc[nH]c1C(=O)N(C)Cc1ccccc1
3	5	2	0.1	-3	-9	0	10	6	6	CCOC(=O)CSc1nc2c(sc(=S)n2-c2ccccc2)c(=O)[nH]1
-3	0	4	0.4	-3	2	3	-8	-5	-10	CC1(Cc2ccc3c(c2)OCO3)NC(=O)NC1=O (configuration not stated)
-2	-1	-3	-0.1	-5	-2	-1	3	-13	-3	COc1ccc2cc(CN(C)C(=O)CN3C(=O)NC4(CCCC4)C3=O)ccc2c1
-2&-3	6&2	-2&-2	0.4&-0.3	2&-8	-4&15	1&0	10&0	-4&2	3&6	COc1ccc(NC(=S)Nc2ccccc2)cc1
-6	3	-7	0.3	2	4	1	-1	-6	-2	CCOC(=O)N1CCN(C(=O)CSCC(=O)Nc2nc(-c3cccs3)cs2)CC1
3	-2	-2	-0.2	6	7	-1	2	-4	-10	O=C(O)CCn1cc(/C=C2/NC(=S)N(c3ccccc3)C2=O)c(-c2ccccc2)n1
-7	5	2	0.0	11	-2	-8	-4	-10	-5	COc1ccccc1OCCNC(=O)c1cc(F)c(F)cc1Cl
-1	-2	-1	0.8	2	9	2	-1	1	9	O=C(NCc1ccccc1)c1cc(C2COCCN2C(=O)CCc2ccccc2)on1 (configuration not stated)
-3	2	-2	0.1	3	8	-2	5	-18	7	COCCN1C(=O)CN(S(C)(=O)=O)CC1(C)C(=O)NC(C)C (configuration not stated)
-1	-5	1	0.6	16	1	3	11	5	-11	CN(N)c1nc(N2CCCC2)nc(N2CCCC2)n1
0	-9	0	0.2	8	-9	1	-2	-7	7	COc1ccc(-c2cccc(NC(=O)c3ccc4c(c3)OCO4)c2)nn1
-7	-2	2	-0.3	14	-6	-9	4	4	-15	CCOC(=O)N1CCN(S(=O)(=O)c2ccc3c(c2)CC(C)N3C(=O)C2CC2)CC1 (configuration not stated)
0	1	1	0.1	-7	8	5	1	4	7	Cc1cccc(-n2nnc3c(=O)n(Cc4ccccn4)cnc32)c1
1	-3	-2	0.9	-11	-4	2	3	4	9	O=[N+]([O-])c1ccc(N2CCN(S(=O)(=O)c3ccccc3)CC2)c2cccnc12
-3	-3	-1	0.5	2	-8	-6	-2	-8	0	CCC(=O)OCC(=O)N=c1sccn1Cc1ccccc1Cl
9.9*	-8	9	0.1	9	-18	4	-5	-6	-18	O=C(COC(=O)/C=C/c1ccc(Cl)cc1)NC(=O)NCc1ccccc1
-3	-4	1	0.0	2	11	-3	4	-4	10	CC(C)C[C@H]1COc2cc(Br)ccc2S(=O)(=O)N1
-18	0	i	-239	27*	5	-1	-16	-47	9	O=C(Nc1cccc(Cl)c1)Nc1sccc1-c1nc2ccccc2s1
-67	7	-51	-1.0	8	1	7	5	-171	-14	CCOc1ccc2[nH]c(=O)c(CN(Cc3ccco3)C(=O)c3ccc(Br)cc3)cc2c1
2	5	8	0.4	9	-5	7	0	6	-9	CN(C)S(=O)(=O)c1ccc(C(=O)NCCN=C2NS(=O)(=O)c3ccccc32)cc1
-1	-3	3	0.7	9	-5	0	3	1	1	O=C(CS(=O)c1ccccc1[N+](=O)[O-])Oc1ccc(Br)cc1 (configuration not stated)
-5	9	1	0.1	16	-8	-4	0	-3	0	COc1ccc(CCNC(=O)c2cccc(S(=O)(=O)NC(C)c3ccccc3)c2)cc1 (configuration not stated)
-106	6	-204	6.6	10	0	-1	0	-403	6	COc1ccc2oc(=O)c(-c3ccccc3C(=O)N3CCOCC3)cc2c1
-6	-2	-7	-0.1	5	5	0	4	5	-3	COc1ccccc1C(CNC(=O)c1ccc(NS(=O)(=O)c2ccc(F)c(C)c2)cc1)N1CCCC1 (configuration not stated)
1	7	-1	0.3	2	6	3	1	2	-6	CCOC(=O)c1c(C)sc2c1N(C(=O)CCl)c1cc(Cl)ccc1S2
-2	3	2	1.3	-6	11	1	-1	1	1	Cc1c(C#N)c(NC(=O)c2ccccc2)n(Cc2ccccc2)c1C
1	3	5	-0.2	-2	6	1	-4	14	-10	O=C(O)c1ccc(CSCc2ccccc2)o1
-6	9	0	-0.2	-4	-4	-2	-6	3	7	Cc1cccc(Cl)c1NC(=S)N1CCN(c2ccc([N+](=O)[O-])cn2)CC1
-12	4	-3	-0.3	-4	4	1	4	-27	-1	Cc1cc(=O)oc2cc(OCC(=O)OCC(=O)Nc3c(C)n(C)n(-c4ccccc4)c3=O)ccc12
-4	5	2	0.6	0	-20	1	6	2	0	Cc1ccc(S(=O)(=O)N2[C@@H](c3ccccc3F)C(C(=O)O)=CC[C@H]2c2ccc(Cl)cc2)cc1
2	3	1	-0.3	-5	0	1	3	8	17	CCC(C)(C)NC(=O)CN(C(=O)C(=O)Nc1ccc2c(c1)OCCO2)C1CC1
2	0	0	-0.4	12	9	-1	3	-13	-5	CC1CC(C)CN(C(=O)CSc2nnc(-c3ccc(F)cc3)o2)C1 (configuration not stated)
-4	-4	-1	-0.1	-2	2	2	4	-12	8	Cn1c(=O)cc(SCC(=O)NCCCN2CCN(c3ccccc3F)CC2)c2ccccc21
1	2	3	-0.4	7	-7	5	-5	13	2	COc1ccc(CC(=O)N2CCN(c3ccccc3)CC2)cc1
-3	-2	2	-0.7	-5	-3	0	-2	9	-1	CSc1nc(Cl)cc(N(CCO)CCO)n1
1	4	1	-0.6	-4	-9	2	-1	4	7	CCn1ncc(/C=N/NS(=O)(=O)c2ccc(Cl)cc2)c1C
1	4	3	-0.6	-2	-5	2	-3	7	0	COc1cc(NC(=O)/C=C/c2ccccc2[N+](=O)[O-])cc(OC)c1
-5	-5	-8	-0.8	9	8	0	-7	-24	-18	O=C(CCCNC(=O)/C(=C\c1ccc(F)cc1)NC(=O)c1ccccc1)OCc1ccccc1
1	3	2	0.4	2	-5	0	7	1	-20	O=C(c1ccc(Cl)c(S(=O)(=O)N2CCCC2)c1)N1CCCCC1
8	-7	6	0.4	8	-10	5	6	1	-18	COc1ccc(C(O)c2nc(-c3ccc(OC)c(OC)c3)cs2)cc1 (configuration not stated)
-1	-9	8	0.7	12	16	-6	-7	3	1	CCC1Oc2ccccc2N(CC(=O)NC2CCCCC2C)C1=O (configuration not stated)
0	-11	-23	-0.3	-1	4	0	-6	-2	2	Cc1cccc(CSc2nnc(NC(=O)c3ccco3)s2)c1
2	5	2	0.5	14	21	1	2	3	-2	Cc1cc(Cl)ccc1OCc1nc(-c2ccc(O)cc2)n[nH]1
4	9	0	0.4	-8	4	1	3	-6	-4	COc1ccc(C/C(N)=N/OC(=O)Cc2ccccc2)cc1
-1	4	-1	-0.1	-11	-2	1	-2	-3	0	Cc1ccc(NC(=O)COC(=O)Cn2c(C)csc2=O)c([N+](=O)[O-])c1
-2	-4	0	0.2	2	13	-4	-2	-11	-3	CNC(=O)c1cc(C(=O)c2ccc(C(F)(F)F)cc2)c[nH]1
-2	-2	-3	-0.9	10	2	-2	4	-2	-2	N#C/C(=C\c1cccn1S(=O)(=O)c1cccc([N+](=O)[O-])c1)S(=O)(=O)c1ccc(F)cc1
4	-9	1	1.0	-7	2	0	0	3	1	Cc1ccc(NCc2ccc(O)c3ncccc23)cc1
-3	8	0	0.4	8	4	0	6	-1	3	CC(C)CCN1CCC(C)(NC(=O)c2ccccc2)C1=O (configuration not stated)
0	-2	-1	-0.2	2	1	-3	-4	-6	-2	S=C(N/N=C1\C2CN3CCN(C2)CC1(c1ccccc1)C3)Nc1ccccc1
-3	0	0	1.1	7	-4	-1	5	-6	-6	CCNC(=O)C1(C)CCCN(C(=O)c2cccnc2Oc2ccccc2)C1 (configuration not stated)
0	-4	4	0.1	9	-10	2	1	2	2	O=C(Nc1nnc(CSCc2ccc(Cl)cc2)s1)c1cccc([N+](=O)[O-])c1
-1	-5	2	0.2	-1	-12	2	0	1	-21	NCCNc1ccc2nnnn2n1
8	0	0	0.9	x	x	3	9	11	-6	O=C(Nc1ccc(F)cc1)OCc1cn(Cc2ccc(F)cc2)nn1
-1	-10	2	0.4	4	-11	2	1	-1	4	O=C(NCCCn1ccnc1)c1cc(-c2ccc(Br)cc2)on1
0	4	5	0.2	-7	3	4	-3	1	11	COc1ccc(S(=O)(=O)n2oc(=O)cc2-c2ccccc2)cc1OC
-2	-5	1	0.2	4	-4	4	-1	-1	-4	Cc1cccc(CNC(=O)Nc2nnc([C@@H]3C[C@H](O)[C@@H](CO)O3)s2)c1
-3	-7	-1	-1.0	6	2	1	5	1	8	S=C1SCN(CCc2ccccc2)CN1CCc1ccccc1

In a second layout: entries from further up.
Compound	ADAM17 inh	DDE Tn7 FP inh	PLC-gamma1 inh	KLK7 zymogen act	ARFGAP1 inh	ASAP1 inh	LEDGF integ inh	Tn6 DDE FP	ADAM10 inh	TDP2 inh
O=C(Nc1ccc(F)cc1)OCc1cn(Cc2ccc(F)cc2)nn1	8	0	0	0.9	x	x	3	9	11	-6
O=C(NCCCn1ccnc1)c1cc(-c2ccc(Br)cc2)on1	-1	-10	2	0.4	4	-11	2	1	-1	4
COc1ccc(S(=O)(=O)n2oc(=O)cc2-c2ccccc2)cc1OC	0	4	5	0.2	-7	3	4	-3	1	11
Cc1cccc(CNC(=O)Nc2nnc([C@@H]3C[C@H](O)[C@@H](CO)O3)s2)c1	-2	-5	1	0.2	4	-4	4	-1	-1	-4
S=C1SCN(CCc2ccccc2)CN1CCc1ccccc1	-3	-7	-1	-1.0	6	2	1	5	1	8

From PubChem
